NPY-Y1 PAM-ag – potentiates or activates human NPY-Y1 receptor; P25929; NPY-Y1 expressing cells, potentiator/agonist activation; activation, % at 3.6 µM; 0.37% of 220,000 active; in the data active means activation above about 33%, passing the limit was not always enough;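 further: cells stimulated with NPY at EC10 then isoproterenol at EC100; 0% = low agonist plus stimulus and 100% = saturating agonist plus stimulus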
TRPML3 agonist – human mucolipin-3 channel agonism | Q8TDD5 | 0.29% of 220,000 active | activation, % at 3 µM | AID 1448 | HEK293 TRPML3-YFP, Fluo-8 calcium fluorescence; 100% = the carbachol control signal;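 active means activation above its plate's cutoff, the mean activation of the plate's test wells plus 3 SD, cut at about 12% in these data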;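 further: 0% = DMSO only wells and 100% = carbachol wells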
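Test system: TRPML3-YFP stable HEK293 cells. Doses: single point at 3 µM. Incubation: dye loading 1 h 37 °C then 30 min ambient, 125 s read. Signal: Fluo-8 calcium dye fluorescence, ex 470-495, em 515-575 nm. Measure: percent activation from peak-to-basal fluorescence ratio, scaled between DMSO and carbachol.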
S1P4 agonist – activates the human S1P4 receptor; activation, % at 4.98 µM; O95977; S1P4-expressing cell line, agonist reporter assay; 0.35% of 220,000 active; in the data active means activation above about 11%;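 further: 0% = DMSO vehicle and 100% = reference agonist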
NPY-Y1 antag – blocks the human neuropeptide Y Y1 receptor; P25929; HEK293-CNG Y1 cells, membrane potential fluorescence; NPY at EC95, then isoproterenol; inhibition, % at 3.6 µM; 1% of 200,000 active; AID 1040;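 active means inhibition above the campaign mean inhibition of all tested compounds plus 3 SD, cut at about 20% in these data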;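 further: 0% = DMSO wells given NPY plus isoproterenol and 100% = isoproterenol alone without NPY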
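Test system – HEK293 Y1/CNG channel cell line · Also added – NPY agonist 25 nM, then isoproterenol 1 µM plus Ro 20-1724 25 µM · Compound dosing – one concentration, 3.6 µM, in 0.4% DMSO · Schedule – compound incubation 1 h at room temperature, readout 45 min post-stimulation · Technique – fluorescence, membrane potential probe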
EP2 mod – modulates human prostaglandin E2 receptor EP2 signaling; EP2-expressing cells, cAMP HTRF FRET, PGE2 co-stimulation; induction, % at 25 µM; 0.83% of 260,000 active;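 active means compounds whose cAMP rise, as percent of the full-agonist control response, exceeds 60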;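 further: rat C6 glioma line stably carrying human EP2 under a CMV promoter; the protocol text gives 20 µM as final concentration; 100% = response of wells given 1 µM PGE2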
Target sequence (P43116 whole entry, looked up): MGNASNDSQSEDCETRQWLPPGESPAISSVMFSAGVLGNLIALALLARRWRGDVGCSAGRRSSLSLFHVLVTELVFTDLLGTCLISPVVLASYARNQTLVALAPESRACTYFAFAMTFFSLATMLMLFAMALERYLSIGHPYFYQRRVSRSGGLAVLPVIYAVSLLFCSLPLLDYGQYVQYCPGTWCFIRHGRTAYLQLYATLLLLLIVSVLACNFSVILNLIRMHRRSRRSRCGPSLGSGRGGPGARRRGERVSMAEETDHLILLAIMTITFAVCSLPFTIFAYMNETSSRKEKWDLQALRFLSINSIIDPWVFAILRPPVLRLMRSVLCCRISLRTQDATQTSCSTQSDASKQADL
CHOP inh – inhibitors of CHOP induction in ER stress response; CHO-K1 CHOP-promoter luciferase, tunicamycin-induced, 15-18 h; AID 2732; inhibition, % at 10 µM; 3.8% of 220,000 active;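 active means compounds that reduced the stress-induced luciferase reporter signal by more than about 70% of percent inhibition, limit read from the data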;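 further: 0% = tunicamycin plus vehicle and 100% = wells without tunicamycin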
NPY2 pot ag – potentiates or activates human NPY-Y2 receptor; AID 1359; cells expressing NPY-Y2, potentiator/agonist read-out; activation, % at 3.6 µM; P49146; 0.45% of 220,000 active; in the data active means activation above about 27%;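 further: cells stimulated with NPY near EC25 plus isoproterenol at EC100; 0% = vehicle plus submaximal agonist and 100% = vehicle plus saturating agonist; some results beyond the cut were filed as inactive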
Target sequence (P49146 whole entry, looked up): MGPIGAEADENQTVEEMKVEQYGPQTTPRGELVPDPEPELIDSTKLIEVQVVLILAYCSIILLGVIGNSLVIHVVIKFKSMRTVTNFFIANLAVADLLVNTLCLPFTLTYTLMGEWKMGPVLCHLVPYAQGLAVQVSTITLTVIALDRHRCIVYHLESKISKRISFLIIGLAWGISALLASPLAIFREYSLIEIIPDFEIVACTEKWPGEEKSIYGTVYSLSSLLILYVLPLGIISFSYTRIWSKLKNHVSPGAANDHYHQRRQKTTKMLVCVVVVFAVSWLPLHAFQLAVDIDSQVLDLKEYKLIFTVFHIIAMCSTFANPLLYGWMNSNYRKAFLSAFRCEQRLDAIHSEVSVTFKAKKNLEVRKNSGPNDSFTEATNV
S1P4 antagonist – blocks the human S1P4 receptor; AID 1510; O95977; S1P4-expressing cells, antagonist mode, reporter read-out; 0.26% of 220,000 active; inhibition, % at 4.98 µM; in the data active means inhibition above about 29%;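 further: 0% = wells stimulated with agonist and 100% = vehicle wells without agonist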
zfTRPN1 agonist – zebrafish TRPN1 (NompC) channel agonism | activation, % at 3 µM | HEK293 zebrafish TRPN1-YFP, Fluo-8 calcium fluorescence; 100% = response to 87 µM carbachol | 0.18% of 220,000 active | AID 1424;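 active means activation above its plate's cutoff, the mean activation of test wells on that plate plus 3 SD, cut at about 19% in these data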;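 further: 0% = DMSO alone and 100% = 87 µM carbachol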
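Material – zebrafish TRPN1-YFP in HEK293 cells · Doses – 3 µM single point · Schedule – dye 1 h 37 °C plus 30 min RT · Signal – Fluo-8 calcium fluorescence, excitation 470-495 nm, emission 515-575 nm · Read-out – % activation versus carbachol response · Control set – carbachol high, DMSO low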
Numbers without * were called inactive; . = no result given; & = joins results of further samples.

SMILES	NPY-Y1 PAM-ag	TRPML3 agonist	S1P4 agonist	NPY-Y1 antag	EP2 mod	CHOP inh	NPY2 pot ag	S1P4 antagonist	zfTRPN1 agonist
C=CCN1C(=O)NC(c2ccccc2)(C(F)(F)F)S/C1=C(\C#N)c1nnc(N2CCOCC2)n1-c1ccccc1 (configuration not stated)	-5.4	-0.6	0.9	-4.3	-12.9	-34.0	-9.1	2.6	-0.8
O=C(CCCCn1c(=O)[nH]c2ccsc2c1=O)NCCc1ccccc1	-1.3	0.9	-1.2	-4.6	-12.2	-15.6	16.4	7.5	-0.2
CCCCN1C(=O)NC(NC(=O)c2ccco2)(C(F)(F)F)C1=O (configuration not stated)	1.7	0.5	-2.7	-6.5	0.8	-3.9	10.2	-2.5	-0.6
COC(=O)c1ccc(-n2c(C)cc(/C=N/n3cnnc3)c2C)cc1	6.9	0.5	0.6	0.6	9.1	36.8	9.0	2.5	2.7
COc1ccc(N=Nc2nc(-c3ccccc3)c(-c3ccccc3)[nH]2)cc1	8.1	-0.5	0.7	-7.5	3.7	-37.2	25.3	-13.2	-1.1
Cc1ccccc1NC(=O)Cc1nc(CCl)cs1	1.6	0.5	0.9	2.4	-8.6	-4.7	-26.6	-3.6	2.1
Cn1c(/N=C/c2c(O)ccc3ccccc23)nc2ccccc21	-11.3	0.5	1.1	5.7	5.3	-39.6	11.5	-13.8	0.9
CC(=O)O/N=C(\N)Cc1ccc(-c2csnn2)cc1	-0.6	0.3	1.8	.	-0.2	16.4	1.5	15.9	1.4
C=CCn1c(=O)c2ccccc2n2c(SCC(N)=O)nnc12	26.6	0.5	-3.0	0.7	-16.0	11.2	-4.8	-5.2	-0.1
CSc1ccc(Cn2nnc(C(=O)NCc3ccccc3)c2N)cc1	19.8	11.3	2.3	-2.8	-41.1	28.5	5.1	-18.2	18.8
Cc1cc(NC(=O)C2CCCN(S(=O)(=O)c3c(C)noc3C)C2)n[nH]1 (configuration not stated)	-9.3	0.6	-2.4	-2.1	-8.9	6.2	-6.2	-6.7	2.0
COCCNC(=O)c1ccc2c(=O)n(CCCN3CCCC3=O)c(=S)[nH]c2c1	2.5	0.5	-0.4	-2.9	6.6	9.4	5.0	-20.9	-0.1
C=C(C)Cn1c(-c2cccc([N+](=O)[O-])c2)n[nH]c1=S	5.5	-0.4	0.3	-3.2	34.6	-6.3	1.7	-9.9	-0.4
Cc1ccc(NC(=O)CN(C)c2ccc(S(=O)(=O)N3CCCC3)cn2)cc1	3.9	1.0	0.9	-2.2	-10.6	-23.8	7.5	-30.3	1.1
COc1ccc2cc(C3(C)NC(=O)N(CC(=O)NCc4ccco4)C3=O)ccc2c1 (configuration not stated)	-5.5	0.3	0.0	6.6	-29.3	36.3	0.5	-4.9	-2.1
COC(=O)c1ccc(/C=N/OCC(=O)NCc2ccc(F)cc2)cc1	-5.2	-0.2	0.2	2.4	-37.3	1.7	4.4	-4.2	-2.0
Cc1nc(Nc2ccc3c(c2)OCCO3)c2oc3ccccc3c2n1	-4.6	-1.2	3.4	5.9	-11.9	0.6	-27.9	-2.5	-3.0
c1ccc(-n2c(SCc3ccncc3)nnc2-c2ccco2)cc1	-11.8	0.5	0.5	-4.8	-2.4	-2.5	-9.2	-12.7	0.7
CSc1nc(Sc2ccccc2)c2ccccc2n1	-50.1	-0.4	0.9	2.5	78.8*	31.1	-11.0	-10.3	-0.1
Cc1ccc(S(=O)(=O)NCCc2cccs2)cc1	-6.0	-0.7	1.1	.	-14.5	9.3	-14.0	2.6	-1.9

Full records as entered above. Values in the order: NPY-Y1 PAM-ag | TRPML3 agonist | S1P4 agonist | NPY-Y1 antag | EP2 mod | CHOP inh | NPY2 pot ag | S1P4 antagonist | zfTRPN1 agonist
Profile of CSc1ccc(Cn2nnc(C(=O)NCc3ccccc3)c2N)cc1 : 19.8 | 11.3 | 2.3 | -2.8 | -41.1 | 28.5 | 5.1 | -18.2 | 18.8
Profile of COc1ccc2cc(C3(C)NC(=O)N(CC(=O)NCc4ccco4)C3=O)ccc2c1 (configuration not stated) : -5.5 | 0.3 | 0.0 | 6.6 | -29.3 | 36.3 | 0.5 | -4.9 | -2.1

Additional structures follow:
SMILES	NPY-Y1 PAM-ag	TRPML3 agonist	S1P4 agonist	NPY-Y1 antag	EP2 mod	CHOP inh	NPY2 pot ag	S1P4 antagonist	zfTRPN1 agonist
O=C(Nc1ccn(Cc2cccc3ccccc23)n1)c1cccnc1	-0.2	2.3	0.8	-2.8	-16.6	10.3	9.3	-8.9	4.9
COc1ccc(OC)c(NC(=S)NCCSc2ccc(C)cc2)c1	-1.9	-0.3	0.0	-0.2	-75.2	22.0	5.0	-3.0	-0.1
O=C(Cn1cncn1)NCc1cccc(OC(F)F)c1	-6.9	-1.3	1.2	1.2	8.5	6.7	2.2	8.6	0.1
CCOC(=O)C1(CCc2ccccc2)CCN(C(=O)CN2C(=O)CSC2=O)CC1	21.0	-0.3	-1.1	-0.3	7.6	4.0	5.9	-3.8	0.9
COc1ccc(OC)c(NC(=O)C2C3CC4OC(=O)C2C4C3)c1 (configuration not stated)	-0.7	0.8	-0.7	5.6	38.1	26.5	-14.8	-10.7	0.3
CN(C)C(=O)CN(C)S(=O)(=O)c1ccc(Cl)cc1	4.5	0.8	-3.8	-4.3	28.3	10.5	-10.9	1.5	0.0
O=C(Nc1ccccc1C(=O)O)/C(=C/c1ccc([N+](=O)[O-])cc1)NC(=O)c1ccc(Br)o1	11.4	0.6	-1.4	5.3	19.8	-9.3	6.0	-6.5	1.6
O=C(NC1CCCCC1)C(c1ccc(F)cc1)N(CCc1ccccc1)C(=O)CN1C(=O)c2ccccc2S1(=O)=O (configuration not stated)	17.7	-0.1	1.6	-1.2	11.3	52.6	15.5	-20.2	-0.2
Cc1cc(NC(=O)CSc2ccc(F)cc2)no1	-8.0	0.0	-1.3	-6.8	-12.3	-7.1	3.5	6.0	-0.5
CN(NC(=S)Nc1ccc(OC(F)F)cc1)C(=S)Nc1ccc(OC(F)F)cc1	-12.2	-0.1	-0.7	1.0	-7.1	9.8	-8.7	-4.6	0.4
CCCN(CCC)CCNC(=O)c1cc2c(C)nc3ccccc3c2o1	-20.6	1.2	-0.7	6.9	-30.7	-8.7	-11.8	-14.0	0.8
CCCCC(c1nnnn1CCOC)N1CCN(c2cccc(OC)c2)CC1 (configuration not stated)	-11.8	0.2	-0.9	0.0	24.6	20.0	-6.4	-0.2	0.0
CCn1c(COc2ccccc2C)nnc1SCC(=O)N1CCC(C)CC1	-11.7	0.4	-1.1	0.8	-10.5	11.9	-12.2	-14.2	3.6
Cc1ccc(Nc2ncc3c(n2)CC(C)(C)CC3=O)cc1	7.8	0.6	-1.4	-1.9	-31.2	5.5	-3.6	3.1	-1.0
N#Cc1c(-c2ccco2)cc(C2CC2)nc1N	-6.7	0.1	-0.9	1.8	32.6	14.1	-2.3	-1.6	1.1
CS(=O)(=O)N1N=C(c2ccc(Cl)cc2)CC1c1cccs1 (configuration not stated)	-11.7	-0.7	-0.3	10.1	-20.7	13.7	-9.6	3.3	-2.1
CCOc1ncccc1C(=O)OCC(=O)c1cccs1	16.2	-0.3	0.3	5.8	-3.7	57.7	5.8	-18.0	-0.8
Cc1[nH]nc(SCC(=O)N2CCCC2)c1[N+](=O)[O-]	25.1	0.4	-0.6	-3.8	0.3	-7.7	0.8	-6.4	0.2
CCCCN1C2=NCCCN2c2ccccc21	17.2	0.2	0.4	4.3	-2.9	0.1	9.4	-8.6	0.7
Cc1ccc(NC(=O)CSc2nnc(-c3cnccn3)n2Cc2ccco2)cc1	-14.8	-0.9	-0.9	0.4	-5.6	55.1	-11.1	2.5	-0.6

Reprinted from the part before: three entries; new compounds follow.
SMILES	NPY-Y1 PAM-ag	TRPML3 agonist	S1P4 agonist	NPY-Y1 antag	EP2 mod	CHOP inh	NPY2 pot ag	S1P4 antagonist	zfTRPN1 agonist
Cc1[nH]nc(SCC(=O)N2CCCC2)c1[N+](=O)[O-]	25.1	0.4	-0.6	-3.8	0.3	-7.7	0.8	-6.4	0.2
CCCCN1C2=NCCCN2c2ccccc21	17.2	0.2	0.4	4.3	-2.9	0.1	9.4	-8.6	0.7
Cc1ccc(NC(=O)CSc2nnc(-c3cnccn3)n2Cc2ccco2)cc1	-14.8	-0.9	-0.9	0.4	-5.6	55.1	-11.1	2.5	-0.6
CC(Sc1nc2nn(-c3ccccc3)c(=O)c-2c2n1CCCCC2)C(N)=O (configuration not stated)	-12.6	0.3	1.6	2.8	9.1	-11.5	-9.0	-7.2	-0.6
COc1ccc2oc(=O)c(/C(C)=N/Nc3ccccc3)cc2c1	-11.2	0.8	0.4	13.4	-44.8	21.4	-3.5	-7.5	-0.2
Cc1nc2ccccc2n1CC(=O)NCCN1CCOCC1	7.8	0.9	-0.1	0.2	8.1	5.5	4.1	-9.0	2.1
CC1C/C=C/C=C/C=C/C=C/C(O[C@@H]2O[C@H](C)[C@@H](O)[C@H](N)[C@@H]2O)CC2OC(O)(CC(O)CC3OC3/C=C/C(=O)O1)CC(O)C2C(=O)O (some centres not stated)	6.8	1.5	-2.1	-3.0	28.8	7.5	16.0	-10.0	0.2
CCCCC[n+]1ccn(C2=C([O-])c3ccccc3C(=O)/C2=N\S(=O)(=O)c2ccccc2)c1	3.9	-0.3	-0.3	-1.7	22.8	-29.2	-3.2	-6.8	-0.9
O=C(NNc1cc(Br)c(O)c(Br)c1)c1ccccc1	9.7	0.7	2.1	-3.1	-13.4	40.6	16.3	-16.6	0.0
CCC1=Nc2cc(C(=O)NCCCOC(C)C)ccc2Sc2ccccc21	-20.2	-0.2	0.3	-2.1	14.3	38.6	12.9	-6.5	-0.9
COc1ccc(NC(=O)CSc2nc3ccsc3c(=O)n2Cc2ccccn2)c(OC)c1	22.2	-0.1	0.6	2.6	11.9	2.0	4.9	-11.3	-1.5
Cc1ccc(C(=O)Nc2nccs2)cc1	-10.2	0.8	0.0	-3.6	-15.9	5.0	-5.7	5.3	-0.4
Fc1cccc(Cl)c1Cn1nnc(-c2ccc(N3CCOCC3)cc2)n1	-5.0	1.2	-0.7	-0.3	-12.3	37.5	-7.3	-7.8	0.5
CN1CCN(C(=O)c2ccc3c(=O)n(Cc4ccc(Cl)cc4)c(=S)[nH]c3c2)CC1	20.6	1.5	1.4	2.4	-20.2	9.4	-3.8	0.5	1.5
NNC(=O)CNc1cccc(Br)c1	5.9	0.3	-0.1	.	-11.5&20.3	23.4	-11.5	-3.6	-0.8
Cc1nn(-c2ccccc2)c(Cl)c1/C=N/N1CCN(c2ccccn2)CC1	4.1	1.0	-1.5	4.6	31.5	12.6	-0.7	-15.7	2.2
COc1ccc(/C=C/C(=O)NC(=S)Nc2ccc(S(=O)(=O)Nc3cc(OC)ncn3)cc2)cc1	-8.5	0.2	0.7	-0.6	-76.8	20.1	-11.7	-6.9	1.7
CS(=O)(=O)N(CC(O)Cn1c2ccccc2c2ccccc21)c1ccccc1 (configuration not stated)	13.6	1.3	-3.4	4.0	-20.1	-3.3	11.7	9.9	1.2
